Coupling enz: qHTS Assay for Inhibitors of Fructose-1,6-bisphosphate Aldolase from Giardia Lamblia: Coupling assay counterscreen; actives 0.67% (n = 290,000); AID 2472, 2010; activity change, negative = inhibition, % at 58.2 µM, hits read low; coupling enzyme system counterscreen, AmpLite Red fluorescence; in the data active means activity change below about -30%; further: on the % scale 0 is the no-effect control and ±100 the full control effect
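Final compound at 57.5 uM, incubated 10 min at RT with coupling enzyme reagent (glyceraldehyde-3-phosphate), then 20 min with substrate and AmpLite Red detection. Fluorescence read at 525/598 nm; tests interference with the coupling assay, not aldolase inhibition.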
B2AR arrestin: qHTS assay of beta-arrestin-biased ligands of beta2-adrenergic receptor | Beta-2 adrenergic receptor (Homo sapiens), P07550 | beta-arrestin recruitment to beta2AR, cell-based reporter | Potency, µM (doses to about 46.1 µM), inactives show at the top dose activation, actives largely listed as activators | actives 0.02% (n = 330,000);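 further: potency means the concentration at half of the fitted maximal effect; 0% = DMSO controls and full agonism = EC100 isoproterenol or metaproterenol; nearly all actives have a fitted effect of over 65% in size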
a7 integrin act: qHTS for Activators of Integrin-Mediated Alleviation for Muscular Dystrophy. actives 0.064% (n = 350,000). Potency, µM (series often up to 38.3 µM), inactives show at the highest dose activation, most hits filed as activators. alpha7betagal myoblasts, beta-gal FDG fluorescence, 48 h;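 further: potency means the concentration at half of the fitted maximal effect; 100% = response of the positive control SU9516; nearly all actives have a fitted effect of over 60% in size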
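alpha7betagal+/- myoblasts (passage 13, 250/well) treated 48 h at 37C with compounds at 1:260 dilution of DMSO stock. Lysed, then beta-galactosidase activity read as FDG fluorescence (ex 480/em 540) after 30 min, with pre-read for autofluorescence.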
PTAP TSG101 blk: qHTS Assay for Iinhibitors of HIV-1 Budding by Blocking the Interaction of PTAP/TSG101; 340,000 tested, under 10 active; Fluorescence polarization, FITC-PTAP peptide / Tsg101 binding; Potency, µM (series often up to 115 µM), for the others: at the top dose activity change, negative = inhibition, hits mostly inhibitors; active means well fitted inhibition curve with a large enough effect in the main read-out, with a control signal flat, not every such curve was filed as active; inconclusive means small, poorly fitted or top-dose-only effect, or effect the other way, or a change in a side signal; inactive means no such curve, though single readings can be large or run the other way; further: potency means the concentration at half of the fitted maximal effect; % of control where 0% means no effect
Target sequence (Q99816 whole entry, looked up): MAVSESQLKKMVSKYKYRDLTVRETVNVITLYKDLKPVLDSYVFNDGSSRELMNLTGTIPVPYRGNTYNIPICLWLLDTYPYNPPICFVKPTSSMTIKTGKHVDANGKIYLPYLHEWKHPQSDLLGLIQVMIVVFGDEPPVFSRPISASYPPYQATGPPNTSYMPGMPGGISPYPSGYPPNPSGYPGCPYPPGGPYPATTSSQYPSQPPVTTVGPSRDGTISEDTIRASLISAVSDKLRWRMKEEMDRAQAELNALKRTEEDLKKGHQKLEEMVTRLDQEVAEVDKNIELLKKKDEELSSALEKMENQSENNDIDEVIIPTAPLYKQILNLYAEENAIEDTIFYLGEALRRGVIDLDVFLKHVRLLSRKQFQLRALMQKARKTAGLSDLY
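Steps: Tsg101 binding domain dispensed (10 uM final), compounds pinned in DMSO, FITC-labeled PTAP-motif peptide added (50 nM final); after 20 min binding at room temperature, polarization measured.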
Menin MLL FP TR: qHTS Assay for Inhibitors Targeting the Menin-MLL Interaction in MLL Related Leukemias: Competition With Texas Red Labeled MLL-derived Mutant Peptide | Menin + Texas Red MLL mutant peptide, fluorescence polarization | Potency, µM (series often up to 61.6 µM), without a hit: at the top dose FP activity change, negative = inhibition, usual class: inhibitors | actives 0.23% (n = 270,000) | AID 1768, 2009; active means well fitted inhibition curve with a large enough effect in the polarisation, with a control signal flat, not every such curve was filed as active; inconclusive means small, poorly fitted or top-dose-only effect, or effect the other way, or a change in a side signal; inactive means no such curve, though single readings can be large or run the other way; the % refers to the polarisation; further: potency means the concentration at half of the fitted maximal effect; % of control where 0% means no effect; many of its hits are not listed in these tables
PKM2 act: qHTS Assay for Activators of Human Muscle isoform 2 Pyruvate Kinase; purified PKM2, Kinase-Glo ATP luminescence, activation; response scale: 0% is enzyme alone, no compound; AID 1631, 2009; Potency, µM (series often up to 57.5 µM), inactives show top-dose activation, most hits filed as activators; Pyruvate kinase PKM (Homo sapiens), P14618; actives 0.34% (n = 260,000); further: potency means the concentration at half of the fitted maximal effect; on the % scale 0 is the no-effect control and ±100 the full control effect; nearly all actives have a fitted effect of over 55% in size
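ATP formation by purified human PK-M2, quantified via coupled luciferase luminescence after 1 h at room temperature with 0.1 mM ADP and 0.5 mM PEP final.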
Tb PFK block: qHTS Assay to Find Inhibitors of T. brucei phosphofructokinase. ATP-dependent 6-phosphofructokinase (Trypanosoma brucei brucei), O15648. T. brucei PFK, ADP-Glo luminescence. Potency, µM (highest dose often 57.5 µM), for the others: top-dose activity, negative = inhibition, hits mostly inhibitors. actives 0.17% (n = 330,000). AID 485367, 2010;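 further: potency means the concentration at half of the fitted maximal effect; 0% = uninhibited 1x PFK enzyme wells and -100% = no-enzyme wells; nearly all actives have a fitted effect of over 60% in size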
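Luminescent ADP detection (ADP-Glo, two-step: ATP depletion then ADP-to-ATP conversion for luciferase) reported PFK activity after 45 min room-temperature reaction of 1.25 nM enzyme with 0.5 mM F6P and 0.1 mM ATP at pH 8.0.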
BCR signal inh: qHTS Assay to Find Inhibitors of Chronic Active B-Cell Receptor Signaling | actives 0.05% (n = 340,000) | Potency, µM (doses to about 46.1 µM), inactives show at the highest dose ratio change, negative = lower green/red ratio, most hits filed as inhibitors | ABC-DLBCL IkBa-CBG/CBR reporter, luminescence ratio, 4 h | AID 493014, 2011; active means well fitted inhibition curve with a large enough effect in the signal ratio, with a control signal flat, not every such curve was filed as active; inconclusive means small, poorly fitted or top-dose-only effect, or effect the other way, or a change in a side signal; the % refers to the signal ratio;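 further: potency means the concentration at half of the fitted maximal effect; plate controls were basal doxycycline-induced cells for no effect and cells given 10 µM MG132 for full effect; MG132 reads +100%, hits lower the ratio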
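TMD8 human ABC-DLBCL cells with doxycycline-inducible IκBα–green luciferase fusion and unfused red luciferase, in 0.5% FBS medium; compounds up to 46 uM, 4 h at 37C. Green/red luminescence ratio, filter-overlap corrected, fitted to concentration-response curves.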
GALK inhibitor: qHTS Assay for Inhibitors of Human Galactokinase (GALK); P51570; Purified GALK, Kinase-Glo residual ATP luminescence; Potency, µM (titrated, usually from 57.5 µM), for the others: at the highest dose activity change, negative = inhibition, hits mostly inhibitors; actives 0.007% (n = 270,000); further: potency means the concentration at half of the fitted maximal effect; on the % scale 0 is the no-effect control and ±100 the full control effect
Target sequence (P51570 whole entry, looked up): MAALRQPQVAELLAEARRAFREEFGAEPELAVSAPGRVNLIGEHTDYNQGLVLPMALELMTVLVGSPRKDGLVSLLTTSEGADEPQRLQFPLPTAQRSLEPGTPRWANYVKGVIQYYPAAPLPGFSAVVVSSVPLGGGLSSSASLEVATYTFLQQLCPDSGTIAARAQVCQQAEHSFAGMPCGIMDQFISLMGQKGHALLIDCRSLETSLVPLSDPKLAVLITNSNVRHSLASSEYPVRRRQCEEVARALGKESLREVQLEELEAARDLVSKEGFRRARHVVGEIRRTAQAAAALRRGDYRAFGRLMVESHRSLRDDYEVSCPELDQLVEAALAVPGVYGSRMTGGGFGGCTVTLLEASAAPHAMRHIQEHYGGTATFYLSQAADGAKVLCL
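Kinase-Glo Plus luminescence measured ATP left after a 1 h room-temperature reaction. The reaction used 5 nM GALK, 100 uM galactose and 35 uM ATP at pH 8.0 (20 mM HEPES, 5 mM MgCl2, 60 mM NaCl, 1 mM DTT, 0.01% BSA).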
ASM inhibitor: Inhibitors of Secretory Acid Sphingomyelinase (S-ASM): qHTS; Potency, µM (doses to about 57.5 µM), for inactives: at the top dose activity change, negative = inhibition, most hits filed as inhibitors; placental ASM, HMU-PC fluorogenic substrate, 60 min; actives 0.006% (n = 340,000); AID 504937, 2011; Sphingomyelin phosphodiesterase (Homo sapiens), P17405; further: potency means the concentration at half of the fitted maximal effect
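HMU-PC0 cleavage (9 uM final) by human placental ASM, 60 min at 37 °C following 10 min compound exposure at RT; stopped at pH 10, fluorescence Ex 386/Em 447 nm.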
Giardia killer: Small Molecules that selectively kill Giardia lamblia: qHTS | activity change, % at 7.66 µM, hits read low | Giardia lamblia trophozoite viability | actives 0.15% (n = 340,000); in the data active means activity change below about -80%; inconclusive means between about -30% and that limit;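 further: parasites exposed to compound for two days anaerobically before the ATP read; on the % scale 0 is the no-effect control and ±100 the full control effect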
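Giardia lamblia trophozoites (100 cells/well) were incubated with compounds for 48 h at 37 deg C under anaerobic conditions. Viability was read as ATP content by one-step luminescence after 15-30 min at room temperature.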
Active calls of the source: *; u = inconclusive; x = no result given; & = joins results of further samples; [ ] = dose if it differs, or a comment. Unless noted, the call rests on the fitted dose curve; in most records, active means well fitted curve in the direction sought with a large enough effect; inconclusive means small, poorly fitted or top-dose-only effect, or another doubt; inactive means no such curve, though single readings can be large; an effect the other way counts as inactive or inconclusive. Not all compounds are listed; the hit share may differ from the screen's.

Below each compound: Coupling enz | B2AR arrestin | a7 integrin act | PTAP TSG101 blk | Menin MLL FP TR | PKM2 act | Tb PFK block | BCR signal inh | GALK inhibitor | ASM inhibitor | Giardia killer
(1) COc1cc(NC(=O)CN2C(=O)C(c3ccccc3)=NC2(C)C)cc(OC)c1
    1 | 0.0% | 1% | -2% | -8% | -2% | 1% | -16% | -1% | -3% | 14
(2) Cc1ccc(N(CC(=O)Nc2ccccc2C(=O)NCc2ccco2)S(=O)(=O)c2ccccc2)cc1C
    -3 | -1.1% | 10% | -2% | u | 0% | 0% | u | -2% | -1% | 5
(3) COC(=O)c1ccc(CNC(=O)c2ccc(OC)c(S(=O)(=O)NC3CCCC3)c2)cc1
    x | 0.4% | 15% | -6% | x | x | 2% | u | x | -2% | 21
(4) COC(=O)c1cc(Br)c(=O)n(Cc2cccnc2)c1
    1 | 0.3% | 19% | -7% | -15% | 15% | 2% | -10% | 1% | 5% | -4
(5) CC(=O)Nc1ccc(C(=O)Nc2cc(C)on2)cc1
    -1 | 0.3% | 28% | -4% | 7% | x | u | 9% | -2% | 8% | -8
(6) C=CCn1c(C)cc(C(=O)COC(=O)/C=C/c2cccc(OC)c2)c1C
    0 | 0.4% | 21% | 0% | -3% | x | 5% | u | 0% | -5% | 0
(7) CC(=O)Nc1ccc2c(c1)nc(C)n2-c1ccccc1
    0 | 0.1% | u | -1% | -9% | 3%[11.5 µM] | 0% | -5% | 9% | 3% | -25
(8) Cc1ccc(NC(=O)c2ccc(CSc3nnnn3C)cc2)cc1
    0 | 0.2% | -8% | -4% | 19% | -4% | 0% | 6% | 2% | -3% | -12
(9) N#C/C(=C\c1cccs1)C(=O)Nc1ccccn1
    -2 | -0.4% | -13% | 0% | x | -18% | -6% | u | 8% | 0% | 0
(10) Nc1sccc1C(=O)c1ccc(Cl)cc1
    0 | -0.3% | 6% | -5% | 5% | 1% | -10% | -1% | 0% | -4% | 5
(11) Clc1ccc(Cl)c(OCCN2CCCC2)c1
    -3 | 0.2% | -1% | -1% | 3% | 1% | 2% | 4% | 1% | -1% | u
(12) Cc1cc(C)cc(NS(=O)(=O)c2coc(C(N)=O)c2)c1
    0 | -0.1% | 21% | 0% | 1% | 0% | 1% | 0% | x | 2% | 14
(13) CC(C)NC(=O)COC(=O)c1ccc(NS(=O)(=O)c2ccc3c(c2)OCCO3)cc1
    8 | -0.1% | 3% | 0% | 0% | 14% | 5% | u | -2% | -1% | 7
(14) N#C/C(=C\c1cccc(Oc2ccccc2)c1)C(=O)N1CCOCC1
    4 | -0.2% | 0% | -2% | u | 1% | 7% | -16% | 2% | -1% | 10
(15) COc1ccc(C2CC(=O)Nc3cc(C)c(C)cc32)c(OC)c1OC (stereo not drawn)
    -1 | -0.3% | 0% | -9% | -10% | 0% | -4% | -9% | 3% | 0% | -16
(16) CCOC(=O)C1CSc2[nH]c(=O)sc2C1c1ccccc1 (stereo not drawn)
    1 | -0.9% | -10% | -5% | 3% | 4% | 2% | -13% | 5% | 25% | -12
(17) CN(C)c1nc(-c2ccccc2)ncc1S(=O)(=O)c1ccccc1
    9 | -0.1% | 14% | -2% | 3% | 3% | 0% | 6% | 0% | -8% | -3
(18) CCOc1ccccc1N1CCN(C(=O)C(Sc2ccccc2)c2ccccc2)CC1 (stereo not drawn)
    4 | -0.6% | -46%[inhibitor] | -3% | u | -1% | 2% | -1% | 3% | -1% | 34[activator]
(19) Cc1cccc(CSCCNC(=S)Nc2ccccc2)c1
    -4 | -0.2% | 6% | 1% | 4% | 9% | -1% | 4% | -5% | -3% | 20
(20) Nc1cc(C(=O)N2CCN(c3ccc([N+](=O)[O-])cc3)CC2)ccc1N1CC2CC(C1)c1cccc(=O)n1C2 (stereo not drawn)
    x | -1.1% | u | -5% | x | x | -2% | 0% | -3% | -20% | -26

Next entries.
Below each compound: Coupling enz | B2AR arrestin | a7 integrin act | PTAP TSG101 blk | Menin MLL FP TR | PKM2 act | Tb PFK block | BCR signal inh | GALK inhibitor | ASM inhibitor | Giardia killer
(21) COc1cc(C(=O)Oc2cccc(C(=S)N3CCOCC3)c2)cc(OC)c1OC
    -8 | -0.1% | 13% | -5% | -4% | 7% | -12% | -17% | -2% | -1% | 0
(22) COc1cccc(C(=O)NCC(c2ccco2)N2CCc3ccccc3C2)c1 (stereo not drawn)
    x | -1.0% | -22% | -2% | x | x | 18% | 2% | x | 2% | -11
(23) COc1ccc(C(=O)Nc2nc(CC(=O)NCCc3ccccc3OC)cs2)cc1
    x | 0.2% | -14% | -1% | x | x | -7% | -4% | x | -7% | -6
(24) CC(C)(C)NC(=O)CN(Cc1ccc2c(c1)OCO2)C(=O)CNS(=O)(=O)c1ccccc1
    1 | -0.1% | u | 0% | -6% | -1% | 0% | -5% | -2% | 0% | -21
(25) O=C(Nc1cc([N+](=O)[O-])ccc1F)C1CCN(S(=O)(=O)c2cccs2)CC1
    x | -0.2% | -8% | 2% | x | x | -4% | -1% | x | -2% | -10
(26) COc1ccccc1NC(=O)c1ccc(CN2CCOCC2)cc1
    1 | 0.0% | 4% | -4% | 5% | -13% | -3% | 1% | 5% | -1% | -3
(27) CCc1ccc(OCC(=O)Nc2ccc(N3CCN(S(C)(=O)=O)CC3)cc2)cc1
    0 | -0.8% | -7% | 0% | -14% | 5% | 6% | 9% | 1% | -10% | 6
(28) O=C1NC(=S)N/C1=C/c1ccc(Oc2ccc(C(F)(F)F)cc2[N+](=O)[O-])c(Cl)c1
    -3 | -0.6% | -14% | -1% | 4% | -7% | 1% | 0% | 3% | 1% | -8
(29) COC(=O)c1ccc([C@@H](O)[C@H](C)C(=O)CC(=O)OC(C)(C)C)cc1
    -1&1 | -0.6% | 8% | -4% | -21%&4% | 8% | -2% | 2% | x | -3% | -11&-13
(30) S=C(NCc1ccco1)Nc1ccccc1
    1 | -0.9% | 10% | -4% | -4% | 0% | -3% | 7% | -2% | 1% | 2
(31) COc1cccc(CNC(=O)c2cc(S(=O)(=O)N3CCCCC3)c[nH]2)c1
    -1 | -0.4% | 14% | -5% | -16% | 7% | -1% | -9% | x | 2% | 4
(32) CS(=O)(=O)c1ccc(Cl)c(NC(=O)CSc2nnc(-c3cccs3)n2N)c1
    x | 3.6% | 9% | -3% | x | x | -6% | 1% | x | 0% | -21
(33) COCCN(C(=O)c1csnn1)C(C(=O)NC1CCCC1)c1ccccc1 (stereo not drawn)
    1 | -1.4% | 2% | 0% | x | x | -16% | 0% | -2% | -1% | 20
(34) Cn1c(NC(=O)c2ccco2)c(-c2ccc(Cl)cc2)c(=O)c2ccccc21
    0 | -0.4% | 7% | -5% | -1% | -1% | -2% | 4% | 0% | 0% | 8
(35) COc1ccccc1C1CC(c2ccccc2)=NN1S(=O)(=O)c1ccccc1 (stereo not drawn)
    0 | -0.3% | 0% | -2% | x | -13% | -4% | -4% | 0% | -1% | -23
(36) Cc1nnc(SCC(=O)Nc2cccc(N)c2)n1-c1ccccc1
    -1 | 3.7% | 33% | 0% | -16% | -1% | 2% | -1% | 0% | -2% | 3
(37) O=C(CCN1C(=O)COc2ccccc21)N1CCN(c2ccccc2)CC1
    -1 | 0.3% | 10% | 0% | -2% | 7% | -16% | 12% | -3% | 6% | -1
(38) O=C(c1ccsc1)N1CCN(C(=O)c2cccs2)CC1
    4 | 0.2% | 19% | -3% | 15% | 1% | -3% | 10% | 0% | -3% | 8
(39) Cc1nc(N(C)C)c2sc(=S)n(-c3ccccc3)c2n1
    4 | 0.3% | -17% | -1% | -8% | 4% | -2% | -1% | 0% | 3% | 11
(40) CCN1CCN(C(=O)c2ccc3c(c2)N(Cc2ccccc2F)C(=O)c2ccccc2S3(=O)=O)CC1
    x | 0.5% | 8% | -9% | x | x | -4% | -2% | 1% | 2% | -1

Compound activity: PubChem, National Center for Advancing Translational Sciences (NCATS)
